p97 inhibitor – inhibitors of human p97 ATPase, primary screen, biochemical. inhibition, % at 8 µM. actives 0.42% (n = 220,000). AID 1481, 2009. recombinant p97 ATPase, Kinase-Glo ATP luminescence, 3 h. Transitional endoplasmic reticulum ATPase (Homo sapiens), P55072; in the data active = inhibition above about 15%;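 also: 0% = DMSO vehicle and 100% = wells lacking enzyme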
Target sequence (P55072 whole entry, looked up): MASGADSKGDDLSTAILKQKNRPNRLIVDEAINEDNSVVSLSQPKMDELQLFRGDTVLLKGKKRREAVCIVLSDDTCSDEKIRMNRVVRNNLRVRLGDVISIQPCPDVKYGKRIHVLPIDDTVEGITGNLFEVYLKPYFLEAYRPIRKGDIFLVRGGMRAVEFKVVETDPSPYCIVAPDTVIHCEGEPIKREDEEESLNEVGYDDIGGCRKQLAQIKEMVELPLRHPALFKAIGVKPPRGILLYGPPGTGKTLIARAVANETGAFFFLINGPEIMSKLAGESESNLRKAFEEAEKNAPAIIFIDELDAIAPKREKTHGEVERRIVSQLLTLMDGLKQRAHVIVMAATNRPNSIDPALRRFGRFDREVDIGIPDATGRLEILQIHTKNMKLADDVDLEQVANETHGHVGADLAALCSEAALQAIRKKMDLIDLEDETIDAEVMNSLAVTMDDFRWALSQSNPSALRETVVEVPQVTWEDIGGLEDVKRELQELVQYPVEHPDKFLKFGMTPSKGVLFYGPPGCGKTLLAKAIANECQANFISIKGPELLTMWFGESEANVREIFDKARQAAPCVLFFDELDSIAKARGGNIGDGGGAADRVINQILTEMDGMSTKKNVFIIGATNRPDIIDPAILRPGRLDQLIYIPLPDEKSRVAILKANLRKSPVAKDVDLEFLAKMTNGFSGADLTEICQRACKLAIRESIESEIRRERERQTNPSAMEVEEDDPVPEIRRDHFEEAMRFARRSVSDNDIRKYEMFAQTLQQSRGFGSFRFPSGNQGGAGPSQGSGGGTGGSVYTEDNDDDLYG
NPY1 pot ag – NPY-Y1 receptor potentiators or agonists, primary screen, cell-based | Neuropeptide Y receptor type 1 (Homo sapiens), P25929 | NPY-Y1 expressing cells, potentiator/agonist activation | activation, % at 3.6 µM | actives 0.37% (n = 220,000) | AID 1304, 2008; in the data active = activation above about 33%, passing the limit was not always enough;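 also: cells stimulated with NPY at EC10 then isoproterenol at EC100; 0% = low agonist plus stimulus and 100% = saturating agonist plus stimulus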
RBBP9 inh – human RBBP9 inhibitors, primary screen, biochemical, fluorescence polarization, FP-Rh probe, HTS; recombinant RBBP9; inhibition, % at 7.94 µM; Serine hydrolase RBBP9 (Homo sapiens), O75884; actives 0.2% (n = 220,000);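 active = inhibition above the campaign mean of all tested compounds plus 3 SD, cut at about 14% in these data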;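 also: plate controls were DMSO wells with RBBP9 for no effect and wells lacking RBBP9 protein for full effect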
Target sequence (O75884 whole entry, looked up): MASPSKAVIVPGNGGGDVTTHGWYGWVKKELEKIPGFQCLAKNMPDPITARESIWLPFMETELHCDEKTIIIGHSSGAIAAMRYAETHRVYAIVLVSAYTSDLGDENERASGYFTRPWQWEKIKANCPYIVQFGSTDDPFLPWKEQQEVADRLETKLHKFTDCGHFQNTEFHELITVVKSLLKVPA
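Test system: recombinant human RBBP9; Timing: 30 min then 45 min, 25 °C; Detection: fluorescence polarization; Control set: RBBP9 with DMSO as uninhibited control, no-protein wells as full inhibition; Compound dosing: one concentration, 7.94 µM nominal, 0.794% DMSO; Probe or stimulus: FP-Rh activity-based probe, 375 nM before mixing.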
Runt-CBFb FRET – inhibitors of RUNX1 Runt–CBFb binding, primary screen, biochemical, FRET, Cerulean-Runt, Venus-CBFb, uHTS; Runt-related transcription factor 1 (Homo sapiens) + Core-binding factor subunit beta …; Cerulean-Runt/Venus-CBFb FRET ratio 530/480, 1 h; inhibition, % at 20 µM; actives 0.46% (n = 220,000); AID 1496, 2009;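 active = inhibition over about 50% at 20 µM in the single-dose screen, limit read from the data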;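 also: 0% = DMSO wells and 100% = excess unlabeled CBFb competitor control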
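Assay system: Cerulean-tagged RUNX1 Runt domain (FRET donor) fusion protein / Amount: 100 nM each of Venus-CBFb and Cerulean-Runt domain / Medium: Tris buffer pH 7.5 with salts and BSA / Also added: Venus-CBFb 100 nM / Schedule: 1 h complex formation plus 1 h compound treatment, room temperature / Signal: FRET fluorescence / Read-out: loss of energy transfer signal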
Runt-SMMHC FRET – inhibitors of RUNX1 Runt–CBFb-SMMHC binding, primary screen, biochemical, FRET, Cerulean-Runt, Venus-CBFb-SMMHC, uHTS. Runt-related transcription factor 1 (Homo sapiens) + Core-binding factor subunit beta …. Cerulean-Runt/Venus-CBFb-SMMHC FRET ratio 530/480, 1 h. inhibition, % at 20 µM. actives 0.74% (n = 220,000). AID 1434, 2008;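 active = mean inhibition across duplicate retests at 20 µM reaching about 50%, limit read from the data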;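 also: 0% = DMSO wells and 100% = wells with excess untagged CBFb-SMMHC; inhibitors lower the FRET ratio by blocking Runt binding to CBFb-SMMHC; some results filed as inactive read as strong as hits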
Hck Nef HTS – inhibitors of Nef-activated human Hck kinase, primary screen, biochemical, Z-Lyte FRET, 384-well, Hck-YEEI. actives 0.68% (n = 220,000). Tyrosine-protein kinase HCK (Homo sapiens), P08631. inhibition, % at 20 µM. Recombinant Hck-YEEI plus Nef, Z-Lyte FRET kinase assay;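 active = Hck-Nef kinase inhibition above about 50%, limit read from the data; inactive = inhibition below that limit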;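 also: 0% = DMSO with Hck plus Nef and 100% = Hck alone without Nef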
NPY Y1 blocker – NPY-Y1 receptor antagonists, primary screen, cell-based | AID 1040, 2008 | actives 1% (n = 200,000) | HEK293-CNG Y1 cells, membrane potential fluorescence; NPY at EC95, then isoproterenol | inhibition, % at 3.6 µM;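 active = inhibition above the campaign mean inhibition of all tested compounds plus 3 SD, cut at about 20% in these data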;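 also: 0% = DMSO wells given NPY plus isoproterenol and 100% = isoproterenol alone without NPY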
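Benchmarks – high control isoproterenol alone, low control NPY with isoproterenol · Material – HEK293 Y1/CNG channel cell line · Times – dye 3 h, compound 60 min room temperature, stimulation 45 min · Probe or stimulus – NPY (25 nM), isoproterenol (1 µM), Ro 20-1724 (25 µM) · Evaluation – % inhibition of NPY effect · Signal – fluorescence, membrane potential probe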
NPY2 pot ag – NPY-Y2 potentiators or agonists, primary screen, cell-based; Neuropeptide Y receptor type 2 (Homo sapiens), P49146; cells expressing NPY-Y2, potentiator/agonist read-out; activation, % at 3.6 µM; actives 0.45% (n = 220,000); AID 1359, 2008; in the data active = activation above about 27%;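 also: cells stimulated with NPY near EC25 plus isoproterenol at EC100; 0% = vehicle plus submaximal agonist and 100% = vehicle plus saturating agonist; some results beyond the cut were filed as inactive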
Mdm2 ligase inh – MDM2-luciferase reporter signal enhancers, primary screen, MDM2 E3 ligase inhibitor project, cell-based, luminescence, 1536-well; E3 ubiquitin-protein ligase Mdm2 (Homo sapiens), Q00987; cell-based MDM2 ubiquitination luciferase reporter, 2 h; 0 = plate control, 100 = twice control, blank-subtracted; signal enhancement, % at 5 µM; actives 0.11% (n = 210,000); AID 1230, 2008;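 active = signal enhancement of 30% or more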;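 also: luminescence tracks abundance of the self-degrading MDM2-luciferase fusion protein; higher signal means inhibition of MDM2 E3 ligase activity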
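Buffer or medium: Cells held in DMEM | Assay system: Stable mammalian line carrying autodegrading MDM2–luciferase fusion reporter | Quantity: 2000 cells/well | Times: 4 h settle plus 2 h compound, 37 °C | Doses: One concentration, 5 µM, with 0.2% DMSO | Technique: Luminescence with SteadyLite reagent, 15 min at room temperature | Benchmarks: Plate controls and plate blanks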
An asterisk follows results filed as active; · = not tested or not shown.

SMILES	p97 inhibitor	NPY1 pot ag	RBBP9 inh	Runt-CBFb FRET	Runt-SMMHC FRET	Hck Nef HTS	NPY Y1 blocker	NPY2 pot ag	Mdm2 ligase inh
COc1cc(C2/C(=C(/O)c3ccc(OCC(C)C)cc3)C(=O)C(=O)N2CCN(C)C)ccc1O (configuration not stated)	-1	-3	2	1	5	2	4	1	-5
Cc1ccc(CNC(=O)COC(=O)c2cncc(Br)c2)cc1	4	1	-3	1	-2	21	5	-10	-17
COc1ccc(S(=O)(=O)NCc2ccco2)c2ccccc12	3	-1	-6	0	-3	0	-4	-4	-2
CCCCOc1ccc(Cl)cc1CSc1n[nH]c(C)n1	-3	-6	-4	-1	0	2	3	8	-14
Cc1cc(OCC(=O)N2CCCC2)cc(C)c1Cl	-6	-11	-2	1	-3	-7	10	-5	1
COc1ccc(-n2nnc3c(=O)n(CC(=O)NCC4CCCO4)cnc32)cc1 (configuration not stated)	5	-5	0	0	-8	2	3	4	·
Oc1[nH]c2ccccc2c1C=Nc1ccccc1	1	0	-6	-3	1	25	·	5	-10
CC(C)CCNC(=O)c1ccc(-c2ccccc2)cc1	2	-8	-11	-1	-3	17	-1	-6	-4
COC(=O)[C@H]1C[C@@H]1[C@H](NC(=O)c1cc(C)on1)c1ccccc1	5	8	-12	-1	2	-3	5	-6	·
CC(C(=O)N1CCOCC1)(c1ccccc1)c1ccccc1	-3	-26	-4	0	10	9	-2	0	-10
CCCCNC(=O)/C(C#N)=C/c1ccc(C(=O)OC)cc1	4	0	-3	0	-2	1	-3	0	-8
CC(SCc1ccccc1)C(=O)Nc1ccc(F)cc1 (configuration not stated)	3	-12	1	1	0	8	0	-3	-35
O=c1c(-c2ccccc2)cnc2n1CCS2	2	-1	1	3	-1	-1	0	5	-16
CC(=O)c1cc(C#N)c(Oc2cccc(C(F)(F)F)c2)nc1C	2	-17	0	-6	-2	1	7	-4	-11
N#CCCn1cc(C(=O)O)c(-c2cccs2)n1	-7	-17	-5	2	0	8	4	-9	-15
Cc1cc(C)n(-c2cc(N3CCN(S(=O)(=O)c4ccc(C)c(C)c4)CC3)ccc2[N+](=O)[O-])n1	2	-11	-2	-4	-4	2	1	3	-18
Cn1cccc1/C=N/n1c(-c2ccccc2)n[nH]c1=S	-5	-7	-7	9	13	1	-3	3	16
CC(C)(C)c1nnc(NS(C)(=O)=O)s1	0	-31	-2	·	·	-10	1	-3	·
Clc1cc(NCc2cccs2)ccc1N1CCOCC1	4	7	0	1	0	1	-9	-8	-5
COc1ccc(N(CC(=O)Nc2ccc(S(=O)(=O)N3CCCCC3)cc2)S(C)(=O)=O)cc1OC	1	4	11	2	-1	-3	-2	6	-15
CN(C)NC(=S)Nc1ccc2nc(-c3ccccn3)c(-c3ccccn3)nc2c1	2	9	3	3	-189	0	3	-8	-2
O=C(CSc1nc(-c2ccccc2)nn1C(=O)c1ccccc1)Nc1cccc([N+](=O)[O-])c1	4	-8	-4	-1	-8	0	4	5	-3
C=CCNC(=O)CN1CCC(O)(c2ccc(F)cc2)CC1	2	-1	-7	-2	-9	-3	-3	-8	-24
COc1cccc(NC(=O)/C=C/c2ccco2)c1	-2	14	2	13	4	39	-5	-1	-6
COc1cccc(CNCCOCCO)c1OC	-4	-17	-8	-4	0	0	5	-19	-11
CC(C)(C)C1=NN=C2c3ccccc3C(=O)C21 (configuration not stated)	5	9	0	-1	2	21	·	18	-3
CC1=C(C)CC(C(=O)Nc2ccc3c(c2)OCO3)C(C(=O)O)C1 (configuration not stated)	4	-11	-5	10	-2	1	3	-1	-6
O=C(c1ccncc1)c1ccc(NC(=O)c2cccs2)cc1	-3	-2	-5	0	-2	13	-3	-31	-23
CCOC(=O)Nc1ccc(Oc2ccccc2)cc1	-1	15	-1	0	-4	2	-6	4	-25
CCCOc1ccc(N2CC(C(=O)Nc3ccccc3OC)CC2=O)cc1 (configuration not stated)	-4	-3	-4	0	5	21	-3	-10	-10
O=C(NCc1cccc(C(F)(F)F)c1)c1cccc(Cl)c1Cl	-1	-11	-5	-4	3	6	10	10	15
COc1ccccc1CNS(=O)(=O)c1cccc(S(=O)(=O)N2CCOCC2)c1	2	21	-8	1	4	3	-4	22	-8
COc1cccc(OCCNc2cc(Cl)ccc2[N+](=O)[O-])c1	-5	-5	-4	-5	-5	0	5	3	-4
CC(=O)C(/C=N/c1ncc(C(F)(F)F)cc1Cl)=C(\C)O	5	9	0	-1	-1	20	-1	3	-13
NC(=S)Nc1cccc(-c2n[nH]c(=S)o2)c1	-1	13	-9	7	0	13	·	-1	-5
CC1CN(Cc2cc(=O)[nH]c(C3CC3)n2)CC(C)O1 (configuration not stated)	10	-42	-12	1	-2	0	3	2	-3
O=C(/C=C/c1cc2c(cc1Br)OCO2)NCc1ccc(F)cc1	-3	-3	-8	0	-3	0	3	0	-9
CC(C)(C)n1ncc2c(=O)n(CC(=O)c3ccc(Cl)cc3)cnc21	2	-28	5	-3	-10	5	13	-17	-10
C1=C(c2ccccc2)CCN(c2ncnc3nc[nH]c23)C1	-1	2	-3	-2	-5	16	-3	-18	-17
CCCCCc1nc2sc3c(c2c(=O)n1N)CCC3	0	-42	-6	-4	1	2	-5	3	-9
O=C(NCCN1CCOCC1)c1ccc(=O)n(Cc2ccc(Cl)cc2)c1	3	5	-7	-1	2	0	0	8	-1
Cc1nc2c(C)cccn2c1/C(O)=C1\C(=O)C(=O)N(CCN(C)C)C1c1ccco1 (configuration not stated)	4	4	-3	1	4	1	·	-15	-3
CCCCN1CNC(=S)N(c2ccccc2OCC)C1	2	3	-3	2	0	5	-2	2	8
CCn1ncc(/C=N\NC(=O)c2cc(-c3ccc(C)cc3C)nc3ccccc23)c1C	2	3	1	-10	-4	7	1	-6	-5
CC(C)=C1Cc2ccccc2C1=O	0	2	-2	3	0	5	4	-10	-21
COc1cc(O)c(NC(C)=O)c2nonc12	8	-11	-2	3	0	1	-3	-12	·
Nn1c(SCc2cccc3ccccc23)nnc1-c1ccco1	5	-26	-1	3	-2	0	7	-8	-11
CCO/N=C(/C)c1c(O)cc(-c2ccccc2)n(-c2ccccc2)c1=O	0	-9	-2	-1	0	6	5	3	-6
C=CCOC(=O)C1=C(C)NC(C)=C(C(=O)OCC=C)C1c1ccc(C)o1	7	9	-7	-3	-8	13	·	-15	-12
Cc1cc(NC(=O)c2ccc(C)s2)n(-c2nc3ccccc3[nH]2)n1	2	6	3	-7	2	5	-2	9	-21
Cc1csc(NC(=O)c2ccco2)n1	5	20	-4	0	0	-1	-1	-6	0
Cc1cccc(NC(=S)N(CCc2ccncc2)C(C)C)c1C	8	-3	-1	1	-4	8	6	-6	·
COc1ccc(Cl)cc1NC(=S)NCc1cccs1	7	16	1	4	-8	18	0	3	-17
COc1ccc(C(=O)Nn2c(C)ccc2C)cc1OC	6	-15	-3	0	-3	8	7	4	-8
CN(C)c1ccc(NC(=O)CCn2c(=S)oc3ccccc32)cc1	7	9	5	-2	0	16	2	8	-5

Three entries from above, set out differently.
| Molecule | p97 inhibitor | NPY1 pot ag | RBBP9 inh | Runt-CBFb FRET | Runt-SMMHC FRET | Hck Nef HTS | NPY Y1 blocker | NPY2 pot ag | Mdm2 ligase inh |
| --- | --- | --- | --- | --- | --- | --- | --- | --- | --- |
| Cc1cc(NC(=O)c2ccc(C)s2)n(-c2nc3ccccc3[nH]2)n1 | 2 | 6 | 3 | -7 | 2 | 5 | -2 | 9 | -21 |
| COc1ccc(C(=O)Nn2c(C)ccc2C)cc1OC | 6 | -15 | -3 | 0 | -3 | 8 | 7 | 4 | -8 |
| CN(C)c1ccc(NC(=O)CCn2c(=S)oc3ccccc32)cc1 | 7 | 9 | 5 | -2 | 0 | 16 | 2 | 8 | -5 |

Ordered by the number under Hck Nef HTS (largest number first): 3 from the list above
SMILES	p97 inhibitor	NPY1 pot ag	RBBP9 inh	Runt-CBFb FRET	Runt-SMMHC FRET	Hck Nef HTS	NPY Y1 blocker	NPY2 pot ag	Mdm2 ligase inh
CN(C)c1ccc(NC(=O)CCn2c(=S)oc3ccccc32)cc1	7	9	5	-2	0	16	2	8	-5
CCO/N=C(/C)c1c(O)cc(-c2ccccc2)n(-c2ccccc2)c1=O	0	-9	-2	-1	0	6	5	3	-6
Cc1cc(NC(=O)c2ccc(C)s2)n(-c2nc3ccccc3[nH]2)n1	2	6	3	-7	2	5	-2	9	-21

From PubChem
